# Glioma ERSR ind: ER stress response induction in glioma; U87-MG GRP78 promoter luciferase reporter, 16 h; Potency, µM, for the others: at the top dose activation, actives largely listed as activators; 420,000 compounds, 0.02% hits; further: potency means the concentration at half of the fitted maximal effect; series mostly up to about 76 µM; % of control where 0% means no effect; nearly all actives have a fitted effect of over 35% in size
#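 Stably transfected U87-MG human glioma cells carrying a GRP78-based luminescent sensor were seeded at 1000 cells/well, pin-dosed with compounds and incubated 16 h. Luciferase reagent was then added, and end-point luminescence was read after 10 min at room temperature.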
# Apoferritin bind: binds horse apoferritin like a general anesthetic; P02791; apoferritin/1-aminoanthracene competitive binding, fluorescence; Potency, µM (doses to about 77.5 µM), for inactives: at the highest dose activity change, negative = displacement, usual class: inhibitors; 350,000 compounds, 0.074% hits; AID 485281; further: potency means the concentration at half of the fitted maximal effect; on the % scale 0 is the no-effect control and ±100 the full control effect; nearly all actives have a fitted effect of over 20% in size
# Target sequence (P02791 2-175 limits assumed): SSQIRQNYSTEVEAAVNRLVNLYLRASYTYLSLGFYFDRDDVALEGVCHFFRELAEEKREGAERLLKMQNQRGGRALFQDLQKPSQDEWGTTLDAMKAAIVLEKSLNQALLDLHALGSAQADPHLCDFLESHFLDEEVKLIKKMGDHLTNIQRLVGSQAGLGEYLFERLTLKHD
#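 Read-out: endpoint 1-AMA fluorescence, excitation 380 nm and emission 535 nm, after compounds sit 10 min at room temperature with 10 uM horse-spleen apoferritin in 50% saturated 1-AMA/PBS. Values come from four-parameter Hill fits.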
# APEX1 inh: inhibitors of human APE1 endonuclease | recombinant APE1, TAMRA/BHQ-2 abasic DNA cleavage fluorescence | Potency, µM (top dose mostly 65.8 µM), inactives show at the highest dose activity change, negative = inhibition, most hits filed as inhibitors | 350,000 compounds, 0.35% hits | AID 2517;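 further: potency means the concentration at half of the fitted maximal effect; plate controls were vehicle for no effect and reference inhibitor for full effect; nearly all actives have a fitted effect of over 55% in size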
# Target sequence (P27695 whole entry, looked up): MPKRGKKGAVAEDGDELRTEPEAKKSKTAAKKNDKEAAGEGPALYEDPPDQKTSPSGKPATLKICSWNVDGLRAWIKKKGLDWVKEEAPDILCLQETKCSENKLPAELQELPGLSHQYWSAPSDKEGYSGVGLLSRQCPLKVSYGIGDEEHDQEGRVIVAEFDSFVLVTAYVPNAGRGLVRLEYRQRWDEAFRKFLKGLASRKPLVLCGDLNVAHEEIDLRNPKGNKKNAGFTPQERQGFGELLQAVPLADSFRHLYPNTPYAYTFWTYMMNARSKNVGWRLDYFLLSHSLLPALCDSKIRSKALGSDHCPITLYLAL
#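 Endonuclease cleavage of a quenched abasic-site DNA duplex (50 nM) by APE1 (0.75 nM) was tracked by TAMRA dequenching. Compounds were preincubated with enzyme 15 min at room temperature; data normalized to buffer-only and DMSO wells plus NSC13755 control.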
# POLK inh: DNA polymerase kappa (human) inhibition; Q9UBT6; purified Pol kappa, fluorescent DNA synthesis assay, 10 min; Potency, µM (doses to about 107 µM), inactives show at the top dose activity, negative = inhibition, actives largely listed as inhibitors; 400,000 compounds, 0.53% hits; AID 588579; further: potency means the concentration at half of the fitted maximal effect; on the % scale 0 is the no-effect control and ±100 the full control effect
#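 10 nM Pol kappa was preincubated with compounds for 15 min at room temperature. Reaction started with 50 nM (final) substrate. Fluorescence read kinetically at 0 and 10 min.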
# BLM helicase inh: inhibitors of human Bloom syndrome helicase BLM | AID 2528 | recombinant BLM DNA unwinding, fluorescence dequenching | 350,000 compounds, 0.2% hits | Potency, µM (titrated, usually from 56.1 µM), without a hit: at the top dose activity change, negative = inhibition, actives largely listed as inhibitors;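 further: potency means the concentration at half of the fitted maximal effect; plate controls were vehicle for no effect and no enzyme for full effect; nearly all actives have a fitted effect of over 35% in size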
# POLH inh: blocks human DNA polymerase eta activity; Q9Y253; recombinant Pol eta, fluorescent DNA replication assay; Potency, µM (titrated, usually from 114 µM), for the others: at the top dose activity change, negative = inhibition, actives largely listed as inhibitors; AID 588591; 390,000 compounds, 1.2% hits; further: potency means the concentration at half of the fitted maximal effect; on the % scale 0 is the no-effect control and ±100 the full control effect
#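 Pol eta (10 nM) was preincubated with compounds for 15 min at room temperature, after which fluorescent replication substrate (50 nM final) was added to start the reaction. Fluorescence was read kinetically at 0 and 10 min.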
# LDHA inh: inhibitors of human lactate dehydrogenase A; P00338; purified LDHA, NADH/diaphorase-resazurin fluorescence; hits give low values; activity change, % (values are at about 110 or 230 µM); 480,000 compounds, 0.15% hits; in the data active means activity change below about -30%; inconclusive means mostly about -25% to -30%;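 further: plate controls were DMSO wells for no effect and wells without enzyme for full effect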
#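 LDH5 2 nM; NADH 0.06 mM, pyruvate 0.2 mM; 200 mM Tris pH 7.4, EDTA, Tween-20; 5 min RT. Detection: diaphorase 0.133 mg/mL + resazurin 37 µM, fluorescence ex540/em590 at 0 and 20 min; normalized to enzyme-free and DMSO wells.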
# Pol beta inh: blocks human DNA polymerase beta activity; Pol beta primer extension/strand displacement, fluorescence kinetic; 340,000 compounds, 1.3% hits; Potency, µM (doses to about 114 µM), for the others: at the top dose activity change, negative = inhibition, most hits filed as inhibitors; P06746; further: potency means the concentration at half of the fitted maximal effect; on the % scale 0 is the no-effect control and ±100 the full control effect
#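 Homogeneous kinetic assay of primer extension and strand displacement by 10 nM Pol beta, preincubated 15 min at room temperature with compound before 50 nM substrate (final) was added. Read at 0 and 10 min; four-parameter Hill fit.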
# POLI inh: DNA polymerase iota (human) inhibition | Pol iota fluorescent replication assay, 10 min | Potency, µM (series often up to 115 µM), inactives show top-dose activity, negative = inhibition, actives largely listed as inhibitors | 390,000 compounds, 1% hits; further: potency means the concentration at half of the fitted maximal effect
#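 Fluorescent replication assay read twice, at 0 min and 10 min after adding 50 nM (final) substrate. Enzyme (10 nM) and compounds were first incubated 15 min at room temperature; enzyme-free buffer wells were negative controls.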
# The depositor's hits bear a star; ? = inconclusive; · = no result given; & = joins results of further samples; [ ] = dose if it differs, or a comment. Unless noted, the call rests on the fitted dose curve; in most records, active means well fitted curve in the direction sought with a large enough effect; inconclusive means small, poorly fitted or top-dose-only effect, or another doubt; inactive means no such curve, though single readings can be large; an effect the other way counts as inactive or inconclusive. This is a subset; count on the stated rates, not on these rows.
No.	Molecule	Glioma ERSR ind	Apoferritin bind	APEX1 inh	POLK inh	BLM helicase inh	POLH inh	LDHA inh	Pol beta inh	POLI inh
1	COc1cccc(COCC(O)CN2CCC(C(N)=O)CC2)c1 (centres undefined)	-1%	-4%	43%	-5%	0%	?	-5	13%	178%[activator]
2	Cc1cccn2c(=O)c3cc(C(=O)NCc4ccccc4)c(=N)n(CCOCCO)c3nc12	-3%	293%[activator]	·	-13%	-3%	-5%	-2	?	?
3	CCC/C=C1/CCCOC(C(=O)NCCNCCO)(C(F)(F)F)C1 (centres undefined)	-3%&-5%	-8%	0%	16%&-1%	2%	-6%	4	·	34%[activator]
4	CCOC(=O)c1ccccc1NC(=O)CN(c1ccccc1OCC)S(C)(=O)=O	3%	-5%	7%	-3%	-6%	0%	-9	4%	1%
5	Cc1ccc(C)c(CN2C(=O)c3ccccc3S(=O)c3ccc(C(=O)NCc4ccccc4Cl)cc32)c1 (centres undefined)	-3%	-9%	·	-2%	-8%	-15%	-2	35%	26%
6	COc1cc(C(=O)NNC(=O)C2CC=CCC2C(=O)O)cc(OC)c1OC (centres undefined)	-1%	-6%	0%	-15%	0%	0%	-2	1%	12%
7	CCc1ccc(NC(=O)C(NS(=O)(=O)c2ccc3c(c2)CCN3C(C)=O)C(C)C)cc1 (centres undefined)	-3%	-3%	61%[activator]	-12%	-3%	-3%	-12	4%	-12%
8	Cc1ccc(Cn2c(C)c3cnn(CC(=O)NCCc4ccc(Cl)cc4)c(=O)c3c2C)cc1	-2%	-4%	·	-9%	-17%	-5%	-4	24%	0%
9	CC(=O)c1sc(N/N=C\c2ccc(C)cc2)nc1C	0%	2%	-4%	-6%	-6%	-23%	-2	?	5%
10	COc1ccc(-n2nc(C(=O)NCC(=O)N3CCCC3)c3ccccc3c2=O)cc1	0%	1%	10%	2%	-2%	-21%	-5	37%	130%[activator]
11	Cc1nc(-c2ccc(C)c(S(=O)(=O)N3CCC(C(=O)NCc4ccc(F)cc4)CC3)c2)no1	-5%	-7%	·	-11%[60.1 µM]	1%	-17%	-3	-1%	-11%
12	O=C(O)c1cnc2[nH]c3ccccc3n2c1=O	-2%	8%	-4%	-4%	2%	-13%	4	-18%	45%[activator]
13	CCc1ccccc1NC(=O)CN(C)C(=O)CSc1nnc(Nc2cccc(C)c2)s1	-2%	-22%	-2%	-1%	-1%	-8%	-2	-1%	-14%
14	CCCCCC(C(=O)O)C(C)CC(=O)NC1CCCCC1 (centres undefined)	-5%	-9%	-9%	-5%	1%	-20%	-8	13%	15%
15	Cc1onc(C(=O)NN)c1-c1csc(COc2ccccc2)n1	-7%	-9%	-3%	-7%	-2%	-20%	-2	2%	20%

# Reformatted as labelled records: 2 of the compounds above.
13. CCc1ccccc1NC(=O)CN(C)C(=O)CSc1nnc(Nc2cccc(C)c2)s1
  Glioma ERSR ind: -2%
  Apoferritin bind: -22%
  APEX1 inh: -2%
  POLK inh: -1%
  BLM helicase inh: -1%
  POLH inh: -8%
  LDHA inh: -2
  Pol beta inh: -1%
  POLI inh: -14%
10. COc1ccc(-n2nc(C(=O)NCC(=O)N3CCCC3)c3ccccc3c2=O)cc1
  Glioma ERSR ind: 0%
  Apoferritin bind: 1%
  APEX1 inh: 10%
  POLK inh: 2%
  BLM helicase inh: -2%
  POLH inh: -21%
  LDHA inh: -5
  Pol beta inh: 37%
  POLI inh: 130%[activator]

# Other results follow.
No.	Molecule	Glioma ERSR ind	Apoferritin bind	APEX1 inh	POLK inh	BLM helicase inh	POLH inh	LDHA inh	Pol beta inh	POLI inh
16	CC(C)c1ccc(OC(=O)c2cc(-c3ccc4c(c3)OCCO4)on2)cc1	-1%	-4%	·	-14%	-5%	-10%	4	-21%	18%
17	CCN(CC)S(=O)(=O)c1ccc(OC)c(NC(=O)CCS(=O)(=O)Cc2ccccc2)c1	-3%	27%	31%	-13%	-6%	-19%	-4	3%	37%[activator]
18	Cc1cc(NC(=O)CSc2nnc(-c3ccccc3)c(-c3ccccc3)n2)no1	-4%	?	-5%	-7%	-2%	-19%	-10	18%	95%[activator]
19	O=c1[nH]cnc2sc3c(c12)CCCC3	2%	-17%	15%	2%	-2%	-5%	-6	4%	-5%
20	CN(CC(=O)NCCc1ccccc1)S(=O)(=O)c1ccccc1	-3%	-6%	-1%	-4%	1%	-3%	-1	9%	89%[activator]
21	O=[N+]([O-])c1ccc2nc(-c3ccccc3)oc2c1	-4%	-12%	1%	-9%	-6%	-6%	-4	2%	6%
22	CN(CC(=O)Nc1ccc2c(c1)OCCO2)S(=O)(=O)c1ccc(Br)s1	3%	-17%	1%	-16%	-4%	-9%	0	-1%	0%
23	C[C@H](NC(=O)c1cc2cc(Cl)ccc2n1C)C(=O)N1CCC[C@H]1C(=O)O	-1%	1%	15%	23%	0%	-3%	1	9%	26%
24	O=S(=O)(NCC(c1ccco1)N1CCN(c2ccccc2)CC1)c1ccc(F)cc1 (centres undefined)	-3%	1%	6%	-8%	1%	-17%	6	10%[57.1 µM]	1%
25	Cc1ccc(C(=S)N2CCCCCC2)cc1	3%	?	42%	-7%	-8%	4%	-7	8%	73%[activator]
26	Cc1cc(C)n2ncc(C(=O)O)c2n1	1%	-6%	10%	-6%	-2%	-17%	4	3%	88%[activator]
27	CCOC(=O)c1ccc(N2C(=O)c3n[nH]c(C)c3C2c2ccc(OCC)cc2)cc1 (centres undefined)	2%	?	·	-4%	-14%	-19%	3	7%	-2%
28	CCOC(=O)N1CCN(C(=O)c2cc3c(=O)n4ccccc4nc3s2)CC1	6%	38%[activator]	13%	-4%	-3%	-20%	-4	3%	17%
29	O=C(COC(=O)c1ccc(Cl)c(S(=O)(=O)N2CCCCC2)c1)NCC1CCCCC1	-3%	·	-15%	-6%	·	-23%	-6	·	19%
30	CC(=O)c1ccccc1OCC(O)Cn1ccnc1 (centres undefined)	-2%	9%	40%	8%[60.1 µM]	-1%	-23%	-4	27%	12%

# The final five compounds of the section above are carried over, then new ones follow.
No.	Molecule	Glioma ERSR ind	Apoferritin bind	APEX1 inh	POLK inh	BLM helicase inh	POLH inh	LDHA inh	Pol beta inh	POLI inh
26	Cc1cc(C)n2ncc(C(=O)O)c2n1	1%	-6%	10%	-6%	-2%	-17%	4	3%	88%[activator]
27	CCOC(=O)c1ccc(N2C(=O)c3n[nH]c(C)c3C2c2ccc(OCC)cc2)cc1 (centres undefined)	2%	?	·	-4%	-14%	-19%	3	7%	-2%
28	CCOC(=O)N1CCN(C(=O)c2cc3c(=O)n4ccccc4nc3s2)CC1	6%	38%[activator]	13%	-4%	-3%	-20%	-4	3%	17%
29	O=C(COC(=O)c1ccc(Cl)c(S(=O)(=O)N2CCCCC2)c1)NCC1CCCCC1	-3%	·	-15%	-6%	·	-23%	-6	·	19%
30	CC(=O)c1ccccc1OCC(O)Cn1ccnc1 (centres undefined)	-2%	9%	40%	8%[60.1 µM]	-1%	-23%	-4	27%	12%
31	N#Cc1c(NCCN)nc(NCc2ccccc2)c2c1CCN(Cc1ccccc1)C2	-6%	-18%	14%	-5%	-2%	-3%	8	-9%	15%
32	COc1ccccc1C(=O)NNC(=O)C1CC=CCC1 (centres undefined)	1%	-8%	5%	-11%	0%	4%	-4	23%	20%
33	CC(C)(C)c1nnc2sc(SCC(=O)c3ccc(Cl)cc3)nn2c1=O	4%	-17%	-3%	-5%	0%	-10%	-10	59%	10%
34	CSc1ccccc1NC(=O)c1cccc(S(=O)(=O)N2CCN(C)CC2)c1	-3%	-16%	30%	-1%	-7%	-11%	-6	6%	3%
35	COc1ccc(C(=O)C2CCN(C(=O)Nc3ccc(C)cc3)CC2)cc1	1%	0%	20%	-16%	-7%	-20%	9	0%	?
36	CN(NC1OC(=O)c2ccccc21)c1ncc(Cl)cc1C(F)(F)F (centres undefined)	3%	2%	4%	0%	-2%	-13%	-3	15%	60%[activator]
37	CC#CCCC(=O)N1C=Cc2ccccc2C1C#N (centres undefined)	-3%	?	-2%	-13%	-6%	8%	6	40%	9%
38	CN(CC(=O)Nc1ccccc1Cl)S(=O)(=O)c1ccc(C(=O)N2CCOCC2)s1	-3%	4%	·	-2%[60.1 µM]	-1%	-10%	-3	0%	23%
39	CCOc1ccccc1NC(=O)CN1Cc2ccccc2C1=O	-2%	-9%	·	-17%	-1%	-3%	-9	-3%	8%
40	O=C(c1ccccc1)c1ccc2nc(-c3ccco3)c(-c3ccco3)nc2c1	2%	?	?	25µM*	14µM*	13µM*	21	8.9µM*	4µM*

# Values in list order from the list:
# Nos. 34 to 40 in Apoferritin bind read -16%, 0%, 2%, ?, 4%, -9%, ?
# Nos. 34 to 40 in Glioma ERSR ind read -3%, 1%, 3%, -3%, -3%, -2%, 2%
# Nos. 34 to 40 in Pol beta inh read 6%, 0%, 15%, 40%, 0%, -3%, 8.9µM*

# Entries above that have a cyano group:
No.	Molecule	Glioma ERSR ind	Apoferritin bind	APEX1 inh	POLK inh	BLM helicase inh	POLH inh	LDHA inh	Pol beta inh	POLI inh
31	N#Cc1c(NCCN)nc(NCc2ccccc2)c2c1CCN(Cc1ccccc1)C2	-6%	-18%	14%	-5%	-2%	-3%	8	-9%	15%
37	CC#CCCC(=O)N1C=Cc2ccccc2C1C#N (centres undefined)	-3%	?	-2%	-13%	-6%	8%	6	40%	9%
